# Screening data: PubChem, National Center for Advancing Translational Sciences (NCATS)
# aGlu spleen mod: qHTS Assay for Inhibitors and Activators of Human alpha-Glucosidase From Spleen Homogenate | 240,000 tested, 0.006% active | AID 2112, 2009 | Lysosomal alpha-glucosidase (Homo sapiens), P10253 | Potency, µM (titrated, usually from 79.9 µM), inactives show at the highest dose activity change, negative = inhibition, most hits filed as inhibitors | human spleen homogenate, 4-MU-alpha-glucoside fluorescence;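 further: 0% = enzyme with vehicle and -100% = no enzyme basal signal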
#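 Enzyme source: human spleen homogenate, 1 ug/well. Buffer 50 mM citric acid/K phosphate pH 5.0, 0.01% Tween-20. 4-MU-alpha-glucoside 1 mM; 37 C x 40 min; NaOH/glycine stop; fluorescence.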
# SMN2 splice enh: qHTS Assay for Enhancers of SMN2 Splice Variant Expression | AID 1458, 2008 | HEK293 SMN2-luciferase splicing reporter, luminescence, 30-36 h | 210,000 tested, 2.8% active | Potency, µM (series often up to 46.1 µM), inactives show at the highest dose activity change, positive = activation, actives largely listed as activators; further: % of control where 0% means no effect; nearly all actives have a fitted effect of over 55% in size
#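 HEK293 cells carry an SMN2 minigene-luciferase reporter in which exon 7 inclusion puts luciferase in frame. Cells were seeded at 2000 cells/well, attached for 10-12 hours, then exposed to compounds for 30-36 hours at 37C before ONE-Glo luminescence.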
# GAA inhib: qHTS Assay for Inhibitors of Human alpha-Glucosidase as a Potential Chaperone Treatment of Pompe Disease. AID 1466, 2008. 200,000 tested, 0.005% active. purified human GAA, 4-MU-alpha-glucoside fluorescence. Lysosomal alpha-glucosidase (Homo sapiens), P10253. Potency, µM (highest dose often 76.9 µM), for the others: at the highest dose activity change, negative = inhibition, usual class: inhibitors;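 further: plate controls were uninhibited enzyme wells for no effect and no-enzyme background for full effect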
#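 Fluorescence at Ex 365/Em 440 nm from 4-methylumbelliferone reported enzyme activity after 20 min at room temperature. Reactions used 4 nM enzyme and 400 uM substrate at pH 5.0; curves fitted with the Hill equation.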
# GoLoco inh red: qHTS Assay for Inhibitors of RGS12 GoLoco Motif Activity (Red Fluorophore); Potency, µM (series often up to 61.6 µM), inactives show at the top dose activity, negative = inhibition, usual class: inhibitors; Gai1:RGS12 GoLoco peptide FP, rhodamine, 10 min; Guanine nucleotide-binding protein G(i) subunit alpha-1 (Homo sapiens), P63096; 230,000 tested, 0.44% active; active means well fitted inhibition curve with a large enough effect, not every such curve was filed as active; inactive means no such curve, though single readings can be large or run the other way; further: on the % scale 0 is the no-effect control and ±100 the full control effect; nearly all actives have a fitted effect of over 30% in size; many of its hits are not listed in these tables
# GLA spleen mod: qHTS Assay for Inhibitors and Activators of Human alpha-Galactosidase From Spleen Homogenate; human spleen homogenate, 4MU-alpha-Gal fluorescence, 40 min; Potency, µM (doses to about 80 µM), without a hit: at the top dose activity change, negative = inhibition, actives largely listed as inhibitors; 240,000 tested, 0.008% active; AID 2107, 2009;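 further: 0% = enzyme with vehicle and -100% = no enzyme basal signal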
#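 Human spleen homogenate (1 ug) as enzyme source, 4-methylumbelliferyl-alpha-D-galactopyranoside 1 mM final, citrate/phosphate pH 5.0 with 0.01% Tween-20. Compounds 40 min at 37C, NaOH/glycine stop; fluorescence Ex 365/Em 440, Hill-fit AC50.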
# ALDH1A1 block: qHTS Assay for Inhibitors of Aldehyde Dehydrogenase 1 (ALDH1A1); 220,000 tested, 7.3% active; Purified ALDH1A1, NADH fluorescence, propionaldehyde substrate; Aldehyde dehydrogenase 1A1 (Homo sapiens), P00352; Potency, µM (top dose mostly 75.3 µM), inactives show at the top dose activity, negative = inhibition, hits mostly inhibitors; active means well fitted inhibition curve with a large enough effect, not every such curve was filed as active; inconclusive means small, poorly fitted or top-dose-only effect, or another doubt; inactive means no such curve, though single readings can be large or run the other way;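 further: plate controls were no enzyme wells and a reference inhibitor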
# Target sequence (P00352 whole entry, looked up): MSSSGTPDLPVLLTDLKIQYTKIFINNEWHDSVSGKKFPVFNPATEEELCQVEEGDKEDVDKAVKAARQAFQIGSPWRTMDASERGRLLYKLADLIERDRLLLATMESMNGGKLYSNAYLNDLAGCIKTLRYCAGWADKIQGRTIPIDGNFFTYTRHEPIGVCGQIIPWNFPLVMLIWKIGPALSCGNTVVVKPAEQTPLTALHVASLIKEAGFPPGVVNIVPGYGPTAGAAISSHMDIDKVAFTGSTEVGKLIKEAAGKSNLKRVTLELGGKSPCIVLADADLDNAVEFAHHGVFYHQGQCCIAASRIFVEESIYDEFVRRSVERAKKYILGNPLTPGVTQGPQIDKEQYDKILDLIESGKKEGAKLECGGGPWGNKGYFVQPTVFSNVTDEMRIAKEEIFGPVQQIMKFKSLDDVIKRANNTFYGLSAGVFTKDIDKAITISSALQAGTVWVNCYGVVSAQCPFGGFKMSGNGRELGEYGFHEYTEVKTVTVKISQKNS
# JMJD2E inh: qHTS Assay for Inhibitors of Human Jumonji Domain Containing 2E (JMJD2E); Potency, µM (series often up to 57.1 µM), for the others: at the highest dose activity change, negative = inhibition, hits mostly inhibitors; JMJD2E catalytic domain, FDH-coupled NADH fluorescence (FDH is formaldehyde dehydrogenase); Lysine-specific demethylase 4E (Homo sapiens), B2RXH2; 230,000 tested, 1.6% active; active means well fitted inhibition curve with a large enough effect, not every such curve was filed as active; inconclusive means small, poorly fitted or top-dose-only effect, or another doubt; inactive means no such curve, though single readings can be large or run the other way;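 further: 0% = wells with enzyme and -100% = buffer wells without enzyme; nearly all actives have a fitted effect of over 50% in size; many of its hits are not listed in these tables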
# Target sequence (B2RXH2 1-337 limits assumed): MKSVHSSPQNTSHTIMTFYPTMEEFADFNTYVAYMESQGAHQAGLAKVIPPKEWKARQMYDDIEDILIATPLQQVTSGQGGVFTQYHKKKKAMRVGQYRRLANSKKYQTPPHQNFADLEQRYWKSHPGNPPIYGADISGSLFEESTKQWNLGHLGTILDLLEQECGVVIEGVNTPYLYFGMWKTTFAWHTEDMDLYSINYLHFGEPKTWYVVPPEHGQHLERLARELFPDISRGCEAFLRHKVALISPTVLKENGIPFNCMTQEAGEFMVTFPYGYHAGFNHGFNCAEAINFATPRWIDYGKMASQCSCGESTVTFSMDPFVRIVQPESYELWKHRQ
# GAA glycogen: qHTS Assay for Inhibitors and Activators of Human alpha-Glucosidase Cleavage of Glycogen. 300,000 tested, 0.38% active. Potency, µM (top dose mostly 76.4 µM), for inactives: at the highest dose activity change, negative = inhibition, actives largely listed as inhibitors. recombinant GAA, glycogen substrate, Amplex Red glucose oxidase fluorescence. Lysosomal alpha-glucosidase (Homo sapiens), P10253;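 further: 0% = full enzyme reaction and -100% = no-enzyme basal signal; the screen sought inhibitors and activators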
#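 Recombinant enzyme (4 nM final) with compounds titrated up to 77 uM and bovine liver glycogen (30 ug) in citrate pH 5.0, 0.01% Tween-20, 37 C 40 min. Released glucose detected by Amplex Red/glucose oxidase (Ex 573/Em 610); AC50 from Hill fits.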
# Starred values were filed as active, the others as inactive; ? = inconclusive; . = not tested or not shown; [ ] = another dose, or the depositor's remark. Unless noted, the call rests on the fitted dose curve; in most records, active means well fitted curve in the direction sought with a large enough effect; inconclusive means small, poorly fitted or top-dose-only effect, or another doubt; inactive means no such curve, though single readings can be large; an effect the other way counts as inactive or inconclusive. Potency means the concentration at half of the fitted maximal effect. Only part of the results is shown; count on the stated rates, not on these rows.
SMILES,aGlu spleen mod,SMN2 splice enh,GAA inhib,GoLoco inh red,GLA spleen mod,ALDH1A1 block,JMJD2E inh,GAA glycogen
C/C(=N\NC(=O)c1cc(Br)ccc1O)c1cccs1,6%,18µM*,0%,1%,1%,2%,-25%,?
CN(C)S(=O)(=O)c1ccc(C(=O)Nc2nnc(Cc3ccccc3)s2)cc1,-9%,?,-1%,1%,-13%,0%,-1%,4%
C[C@H](O)[C@@H](C(=O)N1CCN(C(=O)OC(C)(C)C)CC1)n1cc(CCCCNC(=O)OC(C)(C)C)nn1,7%,.,.,-1%,6%,6%,22%,-6%
CC(C)n1nc(C(=O)Nc2cccc(S(=O)(=O)NCc3ccco3)c2)c2ccccc2c1=O,-2%,.,.,9%,-1%,.,?,0%
Cc1ccc(-n2c(SCc3ccc([N+](=O)[O-])cc3)nc3ccccc3c2=O)cc1,-15%,-1%,-1%,2%,-3%,?,-3%,7%
O=C(O[C@@H]1Cc2c(O)cc(O)cc2OC1c1ccc(O)c(O)c1)c1cc(O)c(O)c(O)c1 (stereo not given in full),-3%,3%,.,2%,3%,-7%,7.1µM*,.
CCOC(=O)c1c(C)c(C(=O)Nc2ccc3c(c2)OCO3)c(C)n1C,-6%,-29%,-4%,24%,2%,?,-2%,-5%
Clc1ccc(Nc2ncn[nH]2)c(Cl)c1,-6%,-7%,3%,8%,-3%,-5%,-8%,-6%
COc1ccc(C[C@H]2CN3C(=NC[C@H]3C)N2CCNC(=O)c2ccc(C)c(Br)c2)cc1,-4%,.,.,8%,0%,?,10%,3%
COc1ccc(CC(=O)NCc2cccs2)cc1,-2%,?,-8%,0%,-3%,3%,7%,0%

# Entries listed so far with a thiophene ring, fused or not:
SMILES,aGlu spleen mod,SMN2 splice enh,GAA inhib,GoLoco inh red,GLA spleen mod,ALDH1A1 block,JMJD2E inh,GAA glycogen
C/C(=N\NC(=O)c1cc(Br)ccc1O)c1cccs1,6%,18µM*,0%,1%,1%,2%,-25%,?
COc1ccc(CC(=O)NCc2cccs2)cc1,-2%,?,-8%,0%,-3%,3%,7%,0%

# Records listed above shown as hits in JMJD2E inh:
structure	aGlu spleen mod	GAA inhib	GoLoco inh red	GLA spleen mod	ALDH1A1 block	JMJD2E inh	GAA glycogen
O=C(O[C@@H]1Cc2c(O)cc(O)cc2OC1c1ccc(O)c(O)c1)c1cc(O)c(O)c(O)c1 (stereo not given in full)	-3%	.	2%	3%	-7%	7.1µM*	.

# Later entries
SMILES,aGlu spleen mod,SMN2 splice enh,GAA inhib,GoLoco inh red,GLA spleen mod,ALDH1A1 block,JMJD2E inh,GAA glycogen
Cc1noc(C)c1COc1ccc(C(=O)NCC2CCCO2)cc1 (stereo not given),2%,-10%,2%,10%,8%,-4%,-1%,6%
COCCNC(=O)c1cc2c(-c3ccc(Cl)cc3)nn(C)c2s1,-5%,8%,?,6%,-9%,?,?,6%
O=C(Cc1c[nH]c2ccccc12)NC1(C(=O)NC2CCCCC2)CCCCC1,-2%,-7%,-1%,-6%,4%,8%,-5%,-3%
Nc1ccc(-c2nc3ncccc3o2)c(Cl)c1,13%,13µM*,?,12%,23%,?,?,0%
Cc1cc(NC(=O)Nc2cccc(C)c2C)no1,-10%,7%,-2%,0%,6%,-7%,-4%,4%
CC1CCCN(C(=O)c2sc3cc([N+](=O)[O-])ccc3c2Cl)C1 (stereo not given),-5%,-40%[inhibitor],1%,3%,1%,5.6µM*,3%,2%
CC(=O)N1CCN(CC(=O)Nc2ccc(Cl)c(S(=O)(=O)N(C)C)c2)CC1,-1%,8%,0%,1%,1%,-1%,9%,7%
COc1ccccc1N1CCN(C(=O)c2ccc([N+](=O)[O-])s2)CC1,4%,.,4%,.,6%,11%,-8%,1%
Cc1ccc(OCCCC(=O)Nc2nc3ccccc3[nH]2)cc1,-5%,9%,1%,2%,-7%,7%,0%,10%
O=C(CN(C(=O)CCC(=O)Nc1ccccn1)c1ccc2c(c1)OCCO2)NCCc1ccccc1,-3%,3%,-12%,7%,3%,-15%,10%,5%

# Look-ups from the list.
# Value for O=C(CN(C(=O)CCC(=O)Nc1ccccn1)c1ccc2c(c1)OCCO2)NCCc1ccccc1 in SMN2 splice enh: 3%
# Value for O=C(Cc1c[nH]c2ccccc12)NC1(C(=O)NC2CCCCC2)CCCCC1 in GLA spleen mod: 4%
# Value for CC1CCCN(C(=O)c2sc3cc([N+](=O)[O-])ccc3c2Cl)C1 (stereo not given) in GAA inhib: 1%
# Value for CC(=O)N1CCN(CC(=O)Nc2ccc(Cl)c(S(=O)(=O)N(C)C)c2)CC1 in GAA glycogen: 7%

# Other compounds.
SMILES,aGlu spleen mod,SMN2 splice enh,GAA inhib,GoLoco inh red,GLA spleen mod,ALDH1A1 block,JMJD2E inh,GAA glycogen
Cc1cccc(Cn2c(N3CCCCC3C)nc3c2c(=O)[nH]c(=O)n3C)c1 (stereo not given),?,-33%[inhibitor],1%,16%,15%,0.28µM*,-4%,-4%
Cc1ccc(NC(=O)Nc2cc(S(=O)(=O)N(C)C)ccc2C)cc1,2%,13%,-2%,2%,-3%,-6%,-1%,5%
Cc1oc(-c2ccccc2Cl)nc1CN(Cc1ccccn1)C[C@@H]1CCC(=O)N1,6%,.,9%,13%,-1%,-15%,-15%,16%
COc1ccc(NS(=O)(=O)c2ccc(NC(=S)NC(=O)c3cccnc3)cc2)nn1,-1%,11%,3%,-1%,-1%,15µM*,1%,6%
CS(=O)(=O)c1ccc2nc(NC(=O)c3ccc(NS(=O)(=O)c4ccc(F)c(F)c4)cc3)sc2c1,1%,.,.,4%,-3%,.,?,5%
O=C(Oc1ccccc1N1C(=O)C2CCCCC2C1=O)c1ccc(Cl)cc1 (stereo not given),-3%,-7%,-6%,-7%,-3%,3%,2%,6%
Cc1ccccc1-n1nnnc1SCc1csc(-c2ccccc2)n1,-1%,-9%,-5%,-9%,0%,7.9µM*,-18%,-12%
COc1ccccc1OCCNc1nc2c(c(=O)n(C)c(=O)n2C)n1C,5%,-15%,6%,8%,-2%,15%,6%,2%
CCCCNC(=O)COC(=O)CCC(=O)c1cccs1,-1%,-1%,7%,7%,8%,0%,-6%,5%
Cc1cnc(C(=O)Nc2ccccc2-n2cccc2)cn1,-1%,-6%,-10%,6%,-5%,16µM*,-1%,-2%
COc1ccc(-c2nc3ccccc3c(=O)n2CCOc2cc(C)ccc2C)cc1,7%,-19%,-1%,-6%,4%,?,?,3%
Cc1occc1-c1nnc(SCC(=O)c2ccc3c(c2)OCCO3)n1CC1CCCO1 (stereo not given),-1%,.,.,16%,-4%,.,-2%,1%
CCOc1cc(S(=O)(=O)NCc2ccc(OC)cc2)c(OCC)cc1-n1cnnn1,-3%,6%,7%,4%,6%,?,?,6%
CSCCC(NS(=O)(=O)c1c(Cl)cccc1Cl)C(=O)O (stereo not given),-4%,3%,9%,2%,-12%,-4%,-4%,-3%
COCCn1c(N)c(N(Cc2ccccc2)C(=O)C2CCCC2)c(=O)[nH]c1=O,0%,-7%,2%,-5%,5%,6%,8%,5%
Cc1c(C(=O)NCc2cccnc2)oc2ccc(S(=O)(=O)N3CCCCC3)cc12,-6%,-54%[inhibitor],-7%,5%,2%,-11%,2%,-9%
COC(=O)c1cn(C)c2ccc(S(=O)(=O)N3CCOCC3)cc2c1=O,-25%,18%,-4%,7%,-4%,15%,-16%,-18%
Clc1cccc(NCc2nnc3n2CCCCC3)c1,-2%,?,?,8%,2%,6%,1%,6%
O=C(C1=C[C@H](c2ccc3c(c2)OCO3)C[C@H](OCc2ccc(CO)cc2)O1)N1CCCCCCC1,-1%,.,.,-1%,1%,?,-7%,-14%
Cc1c(C(=O)O)oc2ccc(S(=O)(=O)NCCC3=CCCCC3)cc12,-11%,9%,14%,10%,-8%,-8%,-1%,0%
CCOc1ccc(-c2ccc(SCC(=O)Nc3nnc(C)s3)nn2)cc1,0%,?,7%,-2%,-4%,14%,6%,-14%
CCN(CCCNC(=O)C1c2ccccc2C(=O)N(CCOC)C1c1ccc(F)cc1)Cc1ccccc1 (stereo not given),-15%,4%,-3%,-5%,5%,7%,2%,4%
COCc1nnc(SCC(=O)NCc2ccccc2)n1-c1ccccc1,-15%,7%,9%,0%,3%,5%,-3%,5%
COCCCNC(=O)CN(CCc1ccccc1)S(=O)(=O)c1ccc(OC)cc1,0%,-6%,0%,9%,-6%,?,8%,11%
O=C(N/C=C/n1cnc2cc(C(F)(F)F)ccc21)c1ccccc1,9%,-4%,-2%,5%,7%,2%,-5%,3%
N=C(N)SCc1ccc(Cl)cc1Cl,0%,11%,2%,-16%,9%,2%,-14%,3%
Cc1ccc(-c2nc(CSCC(=O)NCc3cccnc3)c(C)o2)cc1,-19%,-12%,3%,9%,5%,-2%,1%,4%
NS(=O)(=O)c1ccc(CCNC(=O)CN2CCCCCC2)cc1,-2%,4%,14%,-7%,2%,-1%,-12%,2%
CCCCNC(=S)NNC(=O)c1csc2c1CCC(C)C2 (stereo not given),-6%,3%,-2%,12%,-1%,-3%,26%,-14%
O=C(CSc1nnc2scc(-c3ccccc3)n12)N1CCCc2ccccc21,-1%,13%,-5%,-3%,-1%,11µM*,12%,5%
CC(N)=NCCCC(N)C(=O)O (stereo not given),8%,19%,.,12%,8%,-2%,-6%,.
COc1ccccc1NC(=O)c1ccc([N+](=O)[O-])cc1[N+](=O)[O-],5%,-8%,-4%,13%,2%,-2%,1%,-10%
